Source: PubChem
TROY signal inh = blocks TROY-dependent signaling in reporter cells; Q293 LMP1-TROYcd NF-kB luciferase reporter, 4 h; inhibition, % at 10 µM; 360,000 tested, 0.98% active; AID 1347056;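 active means compounds whose plate-normalised and pattern-corrected inhibition of the luciferase reporter signal at the single screening dose is 50% or more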
NR2E3 ag-1 = agonists of human NR2E3 nuclear receptor. Q9Y5X4. CHO-S Gal4-NCOR/VP16-NR2E3 two-hybrid, luciferase. inhibition of corepressor binding, % at 3.98 µM. 360,000 tested, 0.35% active. AID 602229;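 active means inhibition above the mean of all tested compounds plus 3 SD, cut at about 70% in these data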;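 further: 0% = DMSO with NR2E3 transfected cells and 100% = cells lacking NR2E3 construct; higher means lower luciferase signal from less NR2E3 corepressor binding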
Target sequence (Q9Y5X4 whole entry, looked up, the tested form may be a part): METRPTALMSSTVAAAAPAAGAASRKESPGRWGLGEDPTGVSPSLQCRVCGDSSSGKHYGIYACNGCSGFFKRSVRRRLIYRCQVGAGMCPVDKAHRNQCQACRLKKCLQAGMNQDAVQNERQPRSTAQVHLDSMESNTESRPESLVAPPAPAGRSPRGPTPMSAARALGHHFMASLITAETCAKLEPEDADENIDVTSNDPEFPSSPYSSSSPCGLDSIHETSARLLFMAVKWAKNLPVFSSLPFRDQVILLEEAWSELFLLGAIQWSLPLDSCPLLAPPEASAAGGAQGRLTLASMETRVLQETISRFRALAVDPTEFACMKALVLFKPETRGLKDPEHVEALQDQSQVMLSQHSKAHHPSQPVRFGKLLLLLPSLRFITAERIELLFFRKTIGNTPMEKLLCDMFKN
MITF TRPM1 inh = reduces MITF-dependent TRPM1 promoter luciferase signal; SK-MEL-5 TRPM1 promoter luciferase, 24 h; 330,000 tested, 0.83% active; inhibition, % at 12.5 µM;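 active means mean inhibition across replicates of 60% or more, whatever share of single replicates reaches that level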; further: values of inactives mirror those of a sister screen read the other way
CF NFkB inh = blocks PAF-induced NF-kB reporter in cystic fibrosis cells. AID 588850. 360,000 tested, 0.86% active. inhibition, % at 5 µM. KKLEB NF-kB-GFP reporter, GFP fluorescence overnight;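 active means at least 50% inhibition at 5 µM, scaled per plate between neutral and stimulator controls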;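 further: PAF is a Pseudomonas aeruginosa culture filtrate used as stimulus; plate controls were PAF-stimulated DMSO wells for no effect and unstimulated DMSO wells for full effect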
TRAIL sens C8 = sensitizes caspase-8 expressing cells to TRAIL; NB7+C8 cells + TRAIL, ATPlite viability luminescence; inhibition (viability loss, TRAIL sensitization), % at 10 µM; 360,000 tested, 1% active;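 active means compounds causing at least 50% loss of cell viability in the single-dose screen, relative to plate controls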
TWEAK-Fn14 inh = TWEAK-Fn14 signaling inhibition | AID 1159606 | TWEAK-stimulated Fn14 reporter cells, luciferase luminescence, 8 h | inhibition, % at 10 µM | 360,000 tested, 2% active; in the data active means inhibition above about 50%
HIF-2a block = HIF-2a inhibition; 786-0 RCC cells HIF-2a reporter, luciferase luminescence, overnight; inhibition, % at 18.8 µM; 360,000 tested, 0.72% active; AID 624352;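 active means inhibition of the luminescence signal of 40% or more relative to plate controls, in a single-dose primary screen at 18.75 µM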
Shn3 3UTR inh = Schnurri-3 reporter inhibition in Clone20 osteoblasts; 360,000 tested, 0.52% active; inhibition, % at 12.5 µM; Clone20 osteoblast Shn3 3'UTR firefly luciferase, 24 h;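 active means mean inhibition of at least 75% with every replicate also reaching 75%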;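 further: 0% = median of neutral control wells and 100% = pilot-screen positive control compound; some compounds past the cut are filed as inactive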
Peg3 prom inh = Peg3 promoter activity inhibition; inhibition, % at 20 µM; HeLa PEG-Prom luciferase reporter, luminescence, overnight; 360,000 tested, 1.7% active;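 active means inhibition of at least 50% at 20 µM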
KKLEB tox = CF airway cell cytotoxicity counter-screen | KKLEB CF airway cells viability, ATPlite luminescence, overnight; hits give low values; cells stimulated with P. aeruginosa culture filtrate | activity change (cytotoxicity), % at 5 µM | 360,000 tested, 0.36% active;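 active means corrected activity change at or below -50% at 5 µM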
NR2E3 ag-2 = NR2E3 (human) agonism. Q9Y5X4. GST-NR2E3/biotin-RetCOR TR-FRET, 1536-well. inhibition of corepressor binding, % at 4.78 µM. 320,000 tested, 0.12% active. AID 2300;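 active means percent inhibition above the cutoff of mean plus 3 SD of all tested compounds, set per screening campaign, cut at about 20% in these data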;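 further: 0% = DMSO wells and 100% = biotin wells as full block of FRET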
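Material: NR2E3–RetCOR corepressor complex / Incubation: Compound–protein incubation for 5 h at 4 °C / Dosing: compound at 4.8 µM, single dose / Detection: time-resolved FRET / Benchmarks: high control biotin, low control 0.6% DMSO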
* marks the source's active call; other numbers are inactive results; / = no result given. The list is partial; count on the stated rates, not on these rows.

Each structure is followed by: TROY signal inh, NR2E3 ag-1, MITF TRPM1 inh, CF NFkB inh, TRAIL sens C8, TWEAK-Fn14 inh, HIF-2a block, Shn3 3UTR inh, Peg3 prom inh, KKLEB tox, NR2E3 ag-2
CCCn1c2ccccc2c2cnn(CC(=O)N3CCN(C4CCCCC4)CC3)c(=O)c21
    -11, 15, -3, 7, 17, -2, 13, -4, 18, -5, -1
CCOc1ccc(-n2c(SCC(=O)NCc3ccco3)nnc2-c2c[nH]c3ccccc23)cc1
    -15, -11, /, 29, 0, -23, -14, 14, 15, -18, -1
O=C(/C=C/c1ccco1)Nc1cccc(NC(=O)/C=C/c2ccco2)n1
    0, -73, -57, -30, 19, 31, -198, -20, -88, 7, -1
O=C(N/N=C/c1ccc([N+](=O)[O-])cc1)C(=O)N1CCCC1
    -9, 27, 8, -8, -4, -7, 1, 4, -7, 4, 1
C=C(C)COc1ccc(-c2ncncc2-c2ccccc2)c(O)c1
    7, -20, 4, 17, -5, -2, 11, 1, 3, -10, 0
O=C(CSc1nc(NS(=O)(=O)c2ccccc2)cc(=O)[nH]1)Nc1ccccc1Cl
    -3, -15, 6, 10, -4, -6, 9, -6, -6, -2, /
Cc1noc(NS(=O)(=O)c2ccc(NC(=O)/C=C/c3ccc(C(C)C)cc3)cc2)c1C
    -30, -24, -9, -29, -14, 0, 0, 7, -7, 20, -4
COc1cccc(O)c1CN1CCC(C(=O)Nc2ccc(-c3cccc(C)c3)cc2)CC1
    40, -15, 34, 20, 16, 30, -4, 11, 106*, -32, -1
NC(=O)c1cc([N+](=O)[O-])c(Cl)cc1NCc1ccncc1
    -14, -26, -9, 1, -3, 0, -1, 13, 28, 8, -1
O=C(CSCC(=O)N1CCCc2ccccc21)Nc1nc(-c2ccccc2)cs1
    45, -31, -6, -2, 1, 52*, -58, -17, -16, -6, -3
N#CC1=C(Nc2ccccc2Cl)SC(c2ccncc2)NC1=O (stereo not given)
    -29, -21, /, 7, -3, -12, -24, -4, -1, -5, /
Cc1nc2ncccn2c1-c1csc(Nc2ccccc2)n1
    32, 6, 8, -21, 10, 30, -155, -2, -38, 1, -4
CCOC(=O)c1ccc(S(=O)(=O)NNC(=O)COc2ccccc2C)cc1
    3, -2, 10, 8, 1, -29, 13, 8, 19, -8, 0
Cc1cc(NC(=O)CSc2nnc(-c3cccnc3)n2C)no1
    -4, 9, 13, 12, -15, -6, -14, -7, -6, -7, 2
Nc1c(/C=C2/C=CC(=O)C(O)=C2)c(=O)nc2sc(CC(=O)N3CCCC3)nn12
    -2, -50, 10, 4, 12, 4, 1, 8, 6, 3, 0
CCOC(=O)N1CCN(C(=O)c2oc3ccc(S(=O)(=O)N4CCOCC4)cc3c2C)CC1
    8, -1, 1, 14, -1, 0, 7, 15, 13, -3, 6
O=C(CCC(=O)c1cccs1)Nc1ccc(N2CCCCC2)cc1
    24, -36, -11, 0, -6, 47, -54, -11, -56, 2, 5
CCCCCCCc1nc2nc(C)c(Br)c(=O)n2[nH]1
    -18, -26, 0, 0, 4, -5, -22, 7, -15, 12, 2
CCC(C)(C)n1nnnc1C(c1ccc(O)cc1)N1CCc2ccccc2C1 (stereo not given)
    1, -8, 14, -4, 0, 11, 5, -28, -12, 6, 6
O=C(O)c1cc(NS(=O)(=O)c2ccc(N3CCOCC3)c([N+](=O)[O-])c2)cc(C(=O)O)c1
    -1, -17, -5, -7, -1, -5, 21, 1, 2, 9, -4
NC(=O)Cn1cnc2c(nnn2-c2cccc(Cl)c2)c1=O
    2, -19, 0, 3, -2, 13, 10, 7, 8, 6, /
CCCNC(=O)c1cc(C2CCCCN2S(=O)(=O)c2ccc(F)cc2F)on1 (stereo not given)
    -6, -29, /, -6, 0, 10, 6, -25, 4, 4, /
c1ccc(-n2c(-c3ccco3)nnc2-c2ccco2)cc1
    18, 1, 14, -1, -12, 10, 8, 14, 21, -5, 3
Cc1ccc2nc(N3C(=O)C(O)=C(C(=O)c4cc5ccccc5o4)C3c3cccs3)sc2c1 (stereo not given)
    -67, -124, -10, -7, 16, 15, -218, -65, -214, 5, 7
CCOc1ccc(C(=O)NC2CC3CCCC(C2)N3CC(C)C)cc1 (stereo not given)
    9, -1, 2, -13, -6, 19, 11, -3, 19, 4, -1
CCOC(=O)C1C(=O)CC(C)(O)C(C(=O)OCC)C1c1cccc(OC(F)(F)C(F)F)c1 (stereo not given)
    -4, -16, -4, -11, 2, -14, 5, 50, 16, -3, 3
CCOc1ccc2nc(SCC(=O)NCc3ccccc3)[nH]c2c1
    2, 4, 3, 6, -1, 7, 21, -5, 18, 7, 0
N#Cc1ccccc1OCC(=O)OCC(=O)NC1CC1
    -10, -10, -1, 18, 3, 12, 5, -38, 11, -3, -1
CC(C)COC(=O)N(C)C[C@@H]1OCc2cn(nn2)CCCC(=O)N([C@@H](C)CO)C[C@H]1C
    -6, -18, /, 2, 23, 16, 11, 0, 2, 11, /
O=C(CCCCn1c(=O)[nH]c2ccsc2c1=O)NCc1ccc2c(c1)OCO2
    5, 0, /, 3, -5, 2, 4, 6, 5, 8, 1

Following part
Each structure is followed by: TROY signal inh, NR2E3 ag-1, MITF TRPM1 inh, CF NFkB inh, TRAIL sens C8, TWEAK-Fn14 inh, HIF-2a block, Shn3 3UTR inh, Peg3 prom inh, KKLEB tox, NR2E3 ag-2
CCOc1ccc(C(CC(=O)O)NC(=O)C(CC)c2ccccc2)cc1 (stereo not given)
    3, -3, 11, 23, -5, -9, 20, -7, 1, 3, -1
CCOc1ccccc1Nc1nnc(SCc2ccc(C(=O)OC)o2)s1
    10, -12, 0, 0, 5, 34, 4, -2, 10, -8, -3
COc1ccc(N2CC(C(=O)N3CCN(c4ccccc4F)CC3)CC2=O)cc1 (stereo not given)
    0, 23, 2, 5, 5, 20, 16, -8, 22, 2, 5
CCNC(=O)C1(C)CCCN(C(=O)c2cccc(C)c2C)C1 (stereo not given)
    1, 12, /, -21, -16, 14, 7, 1, -12, 16, /
Cc1ccc(S(=O)(=O)N(CC(=O)Nc2ccc(C)c(Cl)c2)C(=O)N2CCN(C)CC2)cc1
    8, -13, 7, 10, -2, 10, 2, 0, 4, 16, /
O=C(Nc1ccon1)c1nc[nH]c1C(=O)N1CCN(c2ccccc2)CC1
    -2, -14, 2, 10, -2, 1, 0, -14, 4, 8, /
COc1ccc(NS(=O)(=O)c2ccc(NS(=O)(=O)c3cccc(C(=O)O)c3)cc2)cc1
    8, -3, 3, 18, 8, -3, 11, -2, -4, 0, 1
CCn1c(=O)c2cc(C(=O)NCCOC)sc2c2ccccc21
    -19, 14, 0, -16, -12, 2, -28, 6, -8, -7, 0
CC1CN(c2oc(-c3ccco3)nc2C#N)CC(C)O1 (stereo not given)
    -16, 11, 11, 10, -9, 3, 7, 17, 5, -13, -1
Cn1c(Nc2ccc(F)cc2)nc2cc(-c3ccsc3)sc2c1=O
    -27, 14, /, -57, -11, -57, -77, -1, -54, -1, /
O=C(CSc1ncnc2c1oc1ccccc12)NCC1CCCO1 (stereo not given)
    -8, -17, 1, -9, 4, -28, -25, 3, -18, -5, -12
O=C(NCc1ccccn1)C1CCN(S(=O)(=O)N2CCCC2)CC1
    -10, -26, 2, 5, -10, 0, 5, -10, 11, 2, 2
CCc1ccc2oc(C(=O)NCCc3ccc(S(N)(=O)=O)cc3)cc(=O)c2c1
    -17, -3, -2, 7, -7, -9, 7, 79, 13, 6, 4
CCc1cc(-c2onc(C)c2-c2cscn2)c(O)cc1OC
    0, -30, 19, 4, -4, 17, 6, -24, 22, -1, 7
Cn1c(=O)cc(N)n(Cc2ccccc2)c1=O
    5, 9, 8, 12, -6, 17, 1, 4, -10, -13, -1
COc1ccc(N2CCN(C(=O)CSc3nc4[nH]ncc4c(=O)n3-c3cccc4ccccc34)CC2)cc1
    -3, -11, -1, -2, -14, 21, 30, -9, 26, 5, 1
O=C1NN(c2cccc(Br)c2)C(=O)/C1=C\c1ccc(O)cc1
    -32, -17, 8, 0, 3, 2, 21, 8, -2, 6, 2
COc1ccc(CCC(=O)OCC(=O)NCc2ccc(OC)c(OC)c2)cc1OC
    5, -19, 0, 19, -3, 1, 11, -3, -13, 21, /
Cn1nc(OCC(=O)O)cc1C(F)(F)F
    5, -9, -7, 7, -36, -3, 8, -23, 1, 8, -5
O=C(NCC1CCCO1)C(c1cccs1)N(Cc1cccs1)C(=O)Cn1nnc(-c2cccs2)n1 (stereo not given)
    -14, -18, 5, -1, -13, 26, 17, 13, 24, -4, 2
CCN(CC)S(=O)(=O)c1ccc(C(=O)OCn2nnc3ccccc3c2=O)cc1
    21, 6, -10, 11, 8, 8, 6, -12, 4, -22, 3
CC(C)Oc1cccc(C2NC(=O)c3ccccc3O2)c1 (stereo not given)
    -18, -18, -15, 3, -7, -13, -76, 8, -25, -4, 0

Part of the list above, as tab-separated lines.
Structure	TROY signal inh	NR2E3 ag-1	MITF TRPM1 inh	CF NFkB inh	TRAIL sens C8	TWEAK-Fn14 inh	HIF-2a block	Shn3 3UTR inh	Peg3 prom inh	KKLEB tox	NR2E3 ag-2
CCOc1ccc(C(CC(=O)O)NC(=O)C(CC)c2ccccc2)cc1 (stereo not given)	3	-3	11	23	-5	-9	20	-7	1	3	-1
CCOc1ccccc1Nc1nnc(SCc2ccc(C(=O)OC)o2)s1	10	-12	0	0	5	34	4	-2	10	-8	-3
COc1ccc(N2CC(C(=O)N3CCN(c4ccccc4F)CC3)CC2=O)cc1 (stereo not given)	0	23	2	5	5	20	16	-8	22	2	5
CCNC(=O)C1(C)CCCN(C(=O)c2cccc(C)c2C)C1 (stereo not given)	1	12	/	-21	-16	14	7	1	-12	16	/
Cc1ccc(S(=O)(=O)N(CC(=O)Nc2ccc(C)c(Cl)c2)C(=O)N2CCN(C)CC2)cc1	8	-13	7	10	-2	10	2	0	4	16	/
O=C(Nc1ccon1)c1nc[nH]c1C(=O)N1CCN(c2ccccc2)CC1	-2	-14	2	10	-2	1	0	-14	4	8	/
COc1ccc(NS(=O)(=O)c2ccc(NS(=O)(=O)c3cccc(C(=O)O)c3)cc2)cc1	8	-3	3	18	8	-3	11	-2	-4	0	1
CCn1c(=O)c2cc(C(=O)NCCOC)sc2c2ccccc21	-19	14	0	-16	-12	2	-28	6	-8	-7	0
CC1CN(c2oc(-c3ccco3)nc2C#N)CC(C)O1 (stereo not given)	-16	11	11	10	-9	3	7	17	5	-13	-1
Cn1c(Nc2ccc(F)cc2)nc2cc(-c3ccsc3)sc2c1=O	-27	14	/	-57	-11	-57	-77	-1	-54	-1	/
O=C(CSc1ncnc2c1oc1ccccc12)NCC1CCCO1 (stereo not given)	-8	-17	1	-9	4	-28	-25	3	-18	-5	-12
O=C(NCc1ccccn1)C1CCN(S(=O)(=O)N2CCCC2)CC1	-10	-26	2	5	-10	0	5	-10	11	2	2

Looked up above.
Value for `O=C(CSc1nc(NS(=O)(=O)c2ccccc2)cc(=O)[nH]1)Nc1ccccc1Cl` in Peg3 prom inh: -6
Value for `CCOC(=O)c1ccc(S(=O)(=O)NNC(=O)COc2ccccc2C)cc1` in TRAIL sens C8: 1
